Abeta yeast res = qHTS for compounds that reverse cellular toxicity of Amyloid beta (A-beta) peptide in yeast: Primary Screen; yeast expressing A-beta42, growth rescue, OD600, 48 h; response scale: 0% DMSO, 100% iron-clioquinol control; 0.063% of 410,000 active; Potency, µM (series often up to 46.1 µM), for the others: at the top dose growth rescue, most hits filed as activators; note: potency is the fitted concentration of half-maximal effect; nearly all actives have a fitted effect of over 55% in size
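Yeast growth medium received pinned compounds, then yeast cells expressing toxic A-beta were added; plates incubated at 30 C for 48 hr. Growth read as absorbance at 600 nm, normalized to DMSO and equimolar FeCl3 plus clioquinol controls.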
EPAC1 agonist = qHTS for Agonist of cAMP-regulated guanine nucleotide exchange factor 3 (EPAC1): primary screen. AID 720707, 2013. EPAC1 agonist qHTS, biochemical assay; response scale: 100% = response to 6.5 mM cAMP. 0.073% of 360,000 active. Potency, µM (highest dose often 154 µM), inactives show top-dose activation, actives largely listed as activators. Rap guanine nucleotide exchange factor 3 (Homo sapiens), O95398; note: potency is the fitted concentration of half-maximal effect; nearly all actives have a fitted effect of over 60% in size
Target sequence (O95398 whole entry, looked up): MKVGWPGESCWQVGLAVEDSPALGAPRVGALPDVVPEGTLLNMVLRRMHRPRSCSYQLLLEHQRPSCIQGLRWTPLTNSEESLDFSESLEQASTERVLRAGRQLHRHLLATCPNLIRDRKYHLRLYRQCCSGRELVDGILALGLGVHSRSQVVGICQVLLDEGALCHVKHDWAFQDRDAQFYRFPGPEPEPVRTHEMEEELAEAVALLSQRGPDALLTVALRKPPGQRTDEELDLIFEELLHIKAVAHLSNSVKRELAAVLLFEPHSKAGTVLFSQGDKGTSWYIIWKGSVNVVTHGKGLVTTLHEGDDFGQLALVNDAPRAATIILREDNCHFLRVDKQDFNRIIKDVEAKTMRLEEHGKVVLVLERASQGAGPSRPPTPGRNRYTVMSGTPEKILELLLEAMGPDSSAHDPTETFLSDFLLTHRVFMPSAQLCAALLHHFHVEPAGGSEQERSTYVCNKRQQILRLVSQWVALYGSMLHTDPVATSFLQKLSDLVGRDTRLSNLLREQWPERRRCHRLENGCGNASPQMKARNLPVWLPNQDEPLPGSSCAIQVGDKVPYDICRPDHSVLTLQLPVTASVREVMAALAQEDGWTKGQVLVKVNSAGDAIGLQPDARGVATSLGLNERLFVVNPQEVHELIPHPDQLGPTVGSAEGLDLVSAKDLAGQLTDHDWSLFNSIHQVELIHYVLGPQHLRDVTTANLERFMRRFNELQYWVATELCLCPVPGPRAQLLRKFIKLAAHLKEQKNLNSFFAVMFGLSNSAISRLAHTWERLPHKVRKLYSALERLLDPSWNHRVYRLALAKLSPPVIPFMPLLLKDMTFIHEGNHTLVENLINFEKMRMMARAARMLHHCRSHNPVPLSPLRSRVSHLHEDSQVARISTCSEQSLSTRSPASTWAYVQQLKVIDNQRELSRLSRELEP
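Fluorescent GDP-exchange assay: 100 nM EPAC1 with 250 nM Rap1B preloaded with BODIPY-GDP and 50 uM GDP; compounds tested as concentration series, 5 min at room temperature, then read every 5 min for 30 min (ex 480/em 540 nm); normalized to 6.5 mM cAMP.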
PLK1 PBD block = qHTS for Inhibitors of PLK1-PDB (polo-like kinase 1 - polo-box domain): Primary Screen. Plk1 PBD binding of FITC phosphopeptide, fluorescence polarization. 2.8% of 360,000 active. Potency, µM, for inactives: max response, negative = inhibition, usual class: inhibitors. AID 720504, 2013; note: potency is the fitted concentration of half-maximal effect; series mostly up to about 57 µM; % is set by controls: 0 for no effect and ±100 for the full control effect; nearly all actives have a fitted effect of over 65% in size
EPAC1 antagonist = qHTS for Antagonist of cAMP-regulated guanine nucleotide exchange factor 3 (EPAC1): primary screen; 0.14% of 360,000 active; Potency, µM (titrated, usually from 115 µM), inactives show top-dose activity change, negative = inhibition, usual class: inhibitors; EPAC1 GEF assay, Rap1b-BODIPY-GDP exchange fluorescence;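 note: potency is the fitted concentration of half-maximal effect; plate controls were vehicle for no effect and positive control for full effect; nearly all actives have a fitted effect of over 50% in size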
IL-2 act = qHTS of IL-2 Activators. IL-2 activation reporter assay, cell-based qHTS; stimulated with anti-CD3/CD4/CD28 beads; in transgenic mouse T cells. activation, % (series mostly up to about 46 µM). 0.065% of 360,000 active; in the data active = activation above about 50%; inconclusive = mostly about 30% to 49%; note: 0% is about no effect
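EGFP and DsRed fluorescence is measured by plate cytometry in unstimulated transgenic mouse T cells exposed to compound for 60 minutes, then stimulated 18 hours at 37 degrees C with anti-CD3/anti-CD4 beads plus anti-CD28.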
FUS yeast rescue = qHTS for Suppressors of FUS Proteinopathy: Primary screen using FUS-linked yeast assay | S. cerevisiae FUS-expressing, growth rescue, OD600, 24 h | Potency, µM (doses to about 76.6 µM), for inactives: at the top dose growth rescue (activation), most hits filed as activators | 0.24% of 390,000 active | AID 1347120, 2019;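 note: potency is the fitted concentration of half-maximal effect; plate controls were DMSO vehicle for no effect and reference control for full effect; nearly all actives have a fitted effect of over 55% in size; some results filed as inactive show a strong effect at the top dose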
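Galactose (2%) drives FUS expression in yeast precultured in raffinose; seeding density OD 0.005. Test compounds incubated 24hr at 30C and 99% humidity before absorbance at 600 nm was measured.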
PI5P4Ka inh = qHTS for Inhibitors of phosphatidylinositol 5-phosphate 4-kinase (PI5P4K); max response, %; 1.2% of 330,000 active; PI5P4Kalpha enzyme, ADP-Glo luminescence, 60 min; hits give low values; active = max response of -50% or lower; inconclusive = between -30% and -50%; inactive = -30% or higher; note: value at the top dose of about 77 µM; % is set by controls: 0 for no effect and ±100 for the full control effect
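Quantitative HTS of the MLSMR library against PI5P4Kalpha with substrate. ATP added last at 5 microM final; room temperature, 60 minutes. Remaining ATP depleted, ADP converted and read as luminescence.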
WRN helicase inh = qHTS for Inhibitors of WRN Helicase; AID 651768, 2012; WRN helicase unwinding, fluorescent forked duplex, kinetic; Potency, µM (series often up to 114 µM), inactives show top-dose activity change, negative = inhibition, most hits filed as inhibitors; 0.46% of 360,000 active; note: potency is the fitted concentration of half-maximal effect; % is set by controls: 0 for no effect and ±100 for the full control effect; nearly all actives have a fitted effect of over 55% in size
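Kinetic fluorescence helicase assay: unwinding of a quenched forked DNA duplex (100 nM final) with 2 mM ATP final raises red fluorescence (525/598 nm). Compounds sat 15 min at room temperature with 20 nM WRN beforehand.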
* = called active by the depositor; u = inconclusive; x = no result given; [ ] = another dose, or the depositor's remark. Unless noted, calls come from the whole dose curve; as a rule, active = well fitted curve in the direction sought with a large enough effect; inconclusive = small, poorly fitted or top-dose-only effect, or another doubt; inactive = no such curve, though single readings can be large; an effect the other way counts as inactive or inconclusive.

SMILES	Abeta yeast res	EPAC1 agonist	PLK1 PBD block	EPAC1 antagonist	IL-2 act	FUS yeast rescue	PI5P4Ka inh	WRN helicase inh
CCCC[C@@H]1C[C@H]1[C@@H](NC(=O)c1ccco1)c1ccccc1C(F)(F)F	1%	-17%	-12%	-1%	-0.5	14%	-4	-4%
COC(=O)c1c(NS(=O)(=O)Cc2ccccc2)sc2c1CCCC2	-2%	13%	u	-8%	2.8	-8%	x	-9%
O=C(COc1cccc2cccnc12)N/N=C/c1ccc(O)cc1	5%	4%	u	15%	0.1	2%	1	0%
O=C(O)c1sccc1OCc1ccccc1	4%	4%	-7%	5%	2.6	-8%	5	-9%[57.1 µM]
C[C@H](CO)N1C[C@H](C)[C@@H](CN(C)Cc2ccc(Oc3ccccc3)cc2)Oc2c(NS(=O)(=O)c3cn(C)cn3)cccc2C1=O	14%	3%	-13%	-15%	-0.2	27%	1	-11%
c1ccc(Nc2nc(-c3ccncc3)nc3ccccc23)cc1	3%	-5%	1%	4%	0.7	x	1	-7%
COc1ccccc1NC(=O)CSc1c2c(nc3ccccc13)CCC2	-20%	5%	-22%	-14%	-2.8	x	4	-22%
COc1cc(CNc2ccc3c(c2)OCCO3)ccc1OCC(N)=O	-14%	7%	4%	-18%	-1.3	14%	-1	-14%
COCCCN1CC(=O)N2C(c3cccc(C)c3)c3[nH]c4ccccc4c3C[C@H]2C1=O (stereo partly specified)	-17%	0%	3%	9%	-0.2	5%	1	0%[57.1 µM]
CCOC(=O)c1cccc(NC(=O)CN2CCN(c3ccc(OC)cc3)CC2)c1	20%	-8%	4%	-6%	-0.3	x	-2	0%
Nc1cc(C(=O)O)c(N)c2c1C(=O)c1ccccc1C2=O	-42%[inhibitor]	2%	19µM*	-5%	-0.5	29%	-83*	u
CNC(=O)NC(=O)COC(=O)c1n[nH]c2ccccc12	-7%	0%	-3%	0%	-0.2	4%	5	3%
Cc1onc(-c2c(Cl)cccc2Cl)c1C(=O)Nc1ccc(N2CCOCC2)cc1	10%	-2%	-1%	-10%	-0.3	-3%	7	-27%
CCNCC(=O)N1c2ccccc2CCc2ccc(NC(=O)OC(C)C)cc21	2%	4%	-6%	-19%	-2.4	32%	-5	3%
O=C1CC(c2ccc3c(c2)OCCO3)Oc2ccccc21 (stereo unspecified)	24%	17%	8.4µM*	-29%	-0.5	-9%	0	-3%
CCOc1ccc(C2C(C#N)=C(N)SC(N)=C2C#N)cc1OCC	-3%	18%	37%[activator]	29%	3.4	25%	-51*	-11%
Nc1nc(SCC(=O)NCC2CCCO2)n[nH]1 (stereo unspecified)	3%	-3%	-1%	-1%	-1.0	-23%	-1	1%[57.1 µM]
CS(=O)(=O)Oc1ccc(Br)c2cccnc12	5%	0%	0%	5%	-1.6	-31%	0	5%
COc1cc(CNCCO)cc(Cl)c1OCc1ccc(Cl)cc1Cl	-39%[inhibitor]	1%	-1%	-3%	-0.7	10%	27	-1%
CCOC(=O)c1c(-c2cccs2)csc1NC(=O)COC(=O)c1c(C)noc1C	7%	15%	-1%	-6%	-2.1	18%	x	-3%
COc1cc(OC)c(OC)cc1CNCc1ccc2c(c1)OCO2	-2%	-16%	-7%	-15%	1.1	-27%	-9	14%
CCC(=O)Nc1ccc(S(=O)(=O)N2CCN(c3ccc(F)cc3)CC2)cc1	9%	2%	-6%	-13%	-1.7	-10%	x	-11%
Cc1ccc(S(=O)(=O)Cc2ccc(C(=O)NCc3ccc4c(c3)OCO4)o2)cc1	9%	0%	-7%	-13%	-2.6	32%	x	-11%
O=C(CCCc1nc2ccccc2s1)NCc1ccccc1F	4%	-5%	-2%	-16%	-2.0	3%	3	2%
CN(C)c1nc(Nc2ccc(Cl)c(Cl)c2)nc(N(C)C)n1	-22%	-3%	3µM*	-8%	-0.5	-4%	-11	79µM*
C[C@@H](CN=[N+]=[N-])CN1CC[C@H](O)CCC1=O	-8%	9%	-16%	8%	-1.0	-5%	-1	-4%
CCOc1ccc(Nc2cc(Nc3ccccc3OCC)nc(C=C(C#N)C#N)n2)cc1	-12%	17%	15%	-4%	4.1	34%	1	-5%
CCOC(=O)c1cnc(Nc2nc3ccccc3o2)nc1CSC(=S)N(CC)CC	-9%	-3%	-1%	4%	-0.8	-5%	1	-11%
CCOC(=O)C(CC)Sc1nnc2c3cc(C)ccc3n(C)c2n1 (stereo unspecified)	-13%	-26%	-2%	-5%	-4.0	u	4	-1%
Cn1cc(Br)c(C(=O)N2CCc3ccccc32)n1	-1%	0%	-7%	-1%	-0.4	x	1	5%

3 compounds from above, ordered by molecular weight, smallest number first.
SMILES	Abeta yeast res	EPAC1 agonist	PLK1 PBD block	EPAC1 antagonist	IL-2 act	FUS yeast rescue	PI5P4Ka inh	WRN helicase inh
CCOc1ccc(C2C(C#N)=C(N)SC(N)=C2C#N)cc1OCC	-3%	18%	37%[activator]	29%	3.4	25%	-51*	-11%
CCC(=O)Nc1ccc(S(=O)(=O)N2CCN(c3ccc(F)cc3)CC2)cc1	9%	2%	-6%	-13%	-1.7	-10%	x	-11%
CCOC(=O)c1cnc(Nc2nc3ccccc3o2)nc1CSC(=S)N(CC)CC	-9%	-3%	-1%	4%	-0.8	-5%	1	-11%

(further entries)
SMILES	Abeta yeast res	EPAC1 agonist	PLK1 PBD block	EPAC1 antagonist	IL-2 act	FUS yeast rescue	PI5P4Ka inh	WRN helicase inh
COc1ccc(/C=C2\SC(=O)N(CCNC(=O)Cn3cnnn3)C2=O)cc1	-6%	6%	-16%	12%	-0.6	16%	x	3%
Nc1cc(C(=O)N2CCN(c3cccc(Cl)c3)CC2)ccc1N1CC2CC(C1)c1cccc(=O)n1C2 (stereo unspecified)	-9%	-9%	1%	4%	-1.2	32%	4	17%
Cc1nc2cc(NC(=O)NCc3ccc4c(c3)OCO4)ccc2o1	14%	-2%	0%	15%	0.9	5%	x	-4%
CN(CCc1ccccn1)C(=O)CCC1CCCN(C(=O)CCOc2ccccc2)C1 (stereo unspecified)	-2%	4%	-15%	-9%	0.3	-21%	2	8%
O=C(c1ccco1)N1C(=O)c2cccc3cccc1c23	13%	-12%	5.3µM*	3%	-2.5	13%	u	-7%
O=C(Nc1ccc(Cl)c(S(=O)(=O)N2CCCCC2)c1)c1ccco1	-19%	9%	-12%	-24%	-0.2	-5%	-3	-7%
O=C(NOCc1ccccc1)c1ccc(Cl)cc1Cl	4%	-10%	-11%	15%	-0.5	-3%	-3	1%
CCOC(=O)CSC1=C(C#N)C(c2ccc(Cl)cc2)CC(=O)N1 (stereo unspecified)	5%	-5%	-24%	-18%	-4.7	11%	2	-1%
Cc1noc(C)c1NC(=O)Nc1ccc2c(c1)C(=O)N([C@H](C)CO)C[C@H](C)[C@@H](CN(C)C(=O)Nc1ccc3c(c1)OCO3)O2	4%	8%	-3%	1%	-0.2	22%	6	-2%
CC(C)OC(=O)Cn1c(=O)oc2ccccc21	6%	-6%	-6%	-15%	1.5	0%	4	-24%
O=S(=O)(NCC(c1cccnc1)N1CCOCC1)c1cccs1 (stereo unspecified)	5%	-4%	-5%	12%	-1.2	-5%	x	0%
Cc1cc(C)cc(NC(=S)N2CCN(c3ccc(F)cc3)CC2)c1	14%	0%	-6%	-4%	2.2	x	-1	13%
Cc1cc(C)c[n+](CC(=O)c2cc3ccccc3oc2=O)c1	-1%	-3%	u	-12%	0.6	13%	8	-21%
O=C1CCCc2c1cc(-c1ccccc1)n2-c1ccccc1	2%	10%	-13%	-9%	-0.4	21%	x	-15%
Cc1ccccc1C(=O)N1CCN(c2ccc(NC(=O)c3cccs3)cc2)CC1	-5%	8%	0%	-16%	-2.7	x	-1	-33%
COC(=O)C(C)Sc1nnc(-c2ccncc2)o1 (stereo unspecified)	7%	-3%	0%	10%	-1.3	30%	x	0%
O=C(O)CC1=C(O)C(=O)N(c2ccccc2)C1c1ccc(Cl)cc1 (stereo unspecified)	16%	10%	-6%	-15%	1.1	-4%	0	-3%
O=C(Nc1ccc(Cl)cc1C(=O)O)c1ccc2c(c1)C(=O)N(Cc1ccco1)C2=O	-11%	4%	27µM*	79µM*	-0.6	-6%	-75*	-30%[57.1 µM]
Cc1cc(=O)oc2cc(OCC(=O)c3ccc4c(c3)NC(=O)CO4)ccc12	-11%	6%	-13%	5%	0.1	32%	2	u
Cc1nc(-c2ccc(NC(=O)c3ccccc3C)cc2)cs1	-31%[inhibitor]	0%	-2%	-7%	-0.1	9%	2	-29%
C/C(CC(=O)Nc1ccc2c(c1)OCCO2)=N\NC(=O)Cc1ccc(Cl)cc1	-13%	0%	-5%	-6%	2.5	16%	1	-5%
CCCc1nc(S(=O)(=O)Cc2ccc(Cl)cc2Cl)n[nH]1	1%	-2%	-8%	-2%	-2.8	19%	x	5%
CCc1nc2c(OCc3c(C)noc3C)cccn2c1N(C)C(=O)c1ccccc1F	-19%	-8%	-11%	-15%	0.8	-12%	-7	1%
CCN1CCN(C(=O)/C=C/c2ccc(C(C)C)cc2)CC1	-4%	0%	-8%	0%	-0.3	16%	8	-13%
C=CCC[C@@H](CCCCC)OC(=O)/C=C/[C@@H](O)[C@H](O)C[C@H](O)CC=C	7%	-18%	-4%	-3%	0.1	39%	17	-4%
O=C(OCC(=O)N1CCCc2ccccc21)c1cc(Br)ccc1O	0%	11%	-4%	-6%	-4.7	-24%	13	-3%
COc1ccc(NS(=O)(=O)c2cccc3ccccc23)cc1	-7%	12%	3%	-29%	-0.6	-5%	9	-14%
COc1ccc(C2=NO[C@@H]3C(=O)N(c4ccc(C)cc4C)C(=O)[C@H]23)cc1OC	-46%[inhibitor]	-9%	-9%	1%	-1.7	9%	2	-6%
COc1ccc(Cc2cc(NCc3ccccc3)c3ncn(C(C)C)c3c2)cc1	-30%[inhibitor]	1%	7%	0%	-3.8	u	-2	-11%
CN1CCc2cccc3c2C1Cc1ccc(O)c(O)c1-3 (stereo unspecified)	-2%	5%	3%	-11%	1.5	-4%	-29	-1%
COc1cc(/C=N/Nc2nc3ccccc3s2)ccc1O	-1%	3%	-2%	1%	-0.8	15%	-3	-22%

Bioassay records (PubChem)
